Bioassay records from PubChem BioAssay.
West Nile virus CPE: inhibition of WNV-induced cytopathic effect – cell-based, CPE readout (AID 1621) | West Nile virus-infected cells, CPE inhibition; higher % means a stronger effect | CPE inhibition, % at 10 µM; hits with a dose series show IC50 in µM | 290,000 compounds, 0.02% hits; in the data active = a potency from the dose series; inconclusive = CPE inhibition mostly from about 3.7% at the one dose, without a potency; inactive = the rest, 99 in 100 with CPE inhibition below about 2.2%; also: strong numbers were not always called active
NS5 inhibitors: flavivirus cap methylation enzyme inhibition – biochemical, confirmation dose response, primary screen (AID 588689). one-dose inhibition, % at 25 µM; IC50 in µM for titrated hits. Dengue-2 NS5 methyltransferase capping enzyme assay, biochemical; higher % means a stronger effect. 340,000 compounds, 0.3% hits; in the data active = a potency from the dose series; inconclusive = inhibition above about 29% without an active follow-up result
NOD1 inhibition: NOD1 signaling inhibitors, primary screen, cell-based, luminescence, uHTS (AID 1578) | 290,000 compounds, 1% hits | inhibition, % at 4 µM; hits with a dose series show EC50 in µM | NOD1-driven NF-kB luciferase reporter cells, luminescence; higher % means a stronger effect; in the data active = inhibition mostly above about 36%, no sharp cut-off; inactive = mostly below about 34%;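 also: HEK-293T reporter cells stimulated with the NOD1 agonist gamma-tri-DAP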
HIV peptide binding: cell-free HIV fusion peptide-binding blockers – biochemical, uHTS, fluorescence dequenching, primary screen (AID 1986); 290,000 compounds, 0.3% hits; inhibition, % at 20 µM, or IC50 in µM where a hit was titrated; cell-free peptide binding, fluorescence dequenching, 30 min; higher % means a stronger effect; in the data active = inhibition mostly above about 52%, no sharp cut-off; inactive = mostly below about 76%; also: some results filed as inactive read as strong as hits
GPR55 antagonists: inhibition of LPI-stimulated GPR55 beta-arrestin translocation – imaging, U2OS, beta-arrestin-GFP, LPI agonist, primary screen (AID 2013); U2OS GPR55 beta-arrestin-GFP translocation imaging, LPI antagonism; higher % means a stronger effect; inhibition, % at 10 µM, or IC50 in µM where a hit was titrated; 290,000 compounds, 0.13% hits;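 active = spots per cell inhibited over 60%, with over 100 cells counted and total cytoplasm intensity under 500,000; inconclusive = wells with under 100 cells, flagged as likely toxic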;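 also: U2OS cells stably carrying GPR55 and arrestin-GFP stimulated by 5 µM LPI near EC80; imaged beta-arrestin-GFP aggregate spots per cell after agonist stimulation; plate controls were LPI-stimulated DMSO wells for no effect and DMSO wells without LPI for full effect; some results filed as inactive read as strong as hits; confirmed hits need IC50 under 10 µM and bright autofluorescent wells are also inconclusive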
GPR35 arrestin U2OS: GPR35 antagonists blocking zaprinast-driven arrestin recruitment, primary screen, imaging, U2OS, beta-arrestin-GFP, zaprinast agonist (AID 2058); 290,000 compounds, 0.052% hits; one-dose inhibition, % at 10 µM; IC50 in µM for titrated hits; U2OS GPR35 beta-arrestin-GFP translocation imaging, zaprinast antagonism; higher % means a stronger effect;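 active = inhibition of at least 50% with at least 30 cells and total cytoplasm GFP at most 10,000,000; inconclusive = under 30 cells or total GFP of 10,000,000 plus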
KOR beta-arrestin-1: KOR antagonists, beta-arrestin recruitment, cell-based, luminescence, uHTS (AID 1778); KOR beta-arrestin recruitment, luminescence, antagonist mode; higher % means a stronger effect; inhibition, % at 10 µM; hits with a dose series show IC50 in µM; 290,000 compounds, 0.091% hits; in the data active = inhibition above about 50%; also: strong numbers were not always called active
KOR beta-arrestin-2: kappa opioid receptor activators – cell-based, luminescence, uHTS, primary screen (AID 1777). activation, % at 10 µM; hits with a dose series show EC50 in µM. 280,000 compounds, 0.02% hits. KOR beta-arrestin recruitment, luminescence; higher % means a stronger effect; in the data active = activation above about 50%, passing the limit was not always enough; also: a part of the inactive calls stands beside numbers as strong as those of hits
GPR55 activation: GPR55 agonists via beta-arrestin recruitment, primary screen, imaging, U2OS cells, beta-arrestin-GFP redistribution (AID 1961) | activation, % at 10 µM; hits with a dose series show EC50 in µM | U2OS GPR55 beta-arrestin-GFP redistribution imaging; higher % means a stronger effect | 290,000 compounds, 0.048% hits;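 active = activation above 40% with more than 50 cells counted in the well; inconclusive = wells holding fewer than 50 cells, flagged as toxic or sparse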;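 also: U2OS osteosarcoma cells stably expressing GPR55 and beta-arrestin-GFP; plate controls were DMSO negative control for no effect and LPI positive control for full effect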
NS5 inhibitors pilot replicate: further read-out of NS5 inhibitors, marked with its call; inhibition, %; measured here: pilot screen replicate inhibition
* hit, by the source's call; ? = inconclusive; · = no result given; [ ] = dose if it differs, or a comment. These rows are one share of the data (hit frequency here may not be typical).

SMILES	West Nile virus CPE	NS5 inhibitors	NOD1 inhibition	HIV peptide binding	GPR55 antagonists	GPR35 arrestin U2OS	KOR beta-arrestin-1	KOR beta-arrestin-2	GPR55 activation	others
CCc1nc(C(N)=O)c2[nH]c(=O)n(-c3ccc(OC)cc3OC)c2n1	0.7%	-5%	3%	-0.4%	-14%	11%	-43%	0.8%	0.5%
O=C(NCCN1CCN(Cc2ccc([N+](=O)[O-])cc2)CC1)C(=O)Nc1ccccc1	-0.5%	9%	-21%	1.2%	0%	5%	-41%	-1.8%	-0.2%
Cc1ccc(S(=O)(=O)N2CCN(CC(=O)NC(=O)NCc3ccco3)CC2)cc1C	-0.6%	2%	9%	-1.1%	3%	10%	6%	-2.6%	-0.1%
CCc1nc(NCCO)c(C#N)c2c1CCCC2	-0.1%	-2%	-10%	-1.3%	-14%	-13%	13%	6.9%	-0.1%
CCCCC(=O)Nc1ccccc1N1CCOCC1	-0.4%	1%	-34%	-2.0%	2%	-9%	9%	-1.8%	0.0%
O=C(O)C1CCC(=O)N1C(=O)OCc1ccccc1 (stereo unspecified)	-0.1%	5%	-10%	-1.4%	34%	12%	46%	2.2%	-0.1%
NS(=O)(=O)c1cccc(NC(=O)CSc2nnc(C3CC3)n2Cc2ccccc2)c1	0.2%	7%	-10%	-1.3%	-5%	-1%	3%	5.9%	0.2%
O=C(N/N=C/c1ccc(Br)o1)/C(=C/c1ccc([N+](=O)[O-])cc1)NC(=O)c1ccccc1	-0.4%	-8%	-1%	1.4%	4%	-3%	-16%	2.1%	0.0%
COc1cc(/C=N/N(C)S(=O)(=O)c2ccc(C)cc2)cc([N+](=O)[O-])c1O	-0.3%	44%	-10%	1.6%	7%	-14%	6%	2.8%	-1.1%
CCCc1cc(=O)n2c(nc3ccccc32)[nH]1	0.0%	-13%	-32%	-0.2%	-4%	6%	-42%	3.3%	0.4%
Cc1csc2c(N3CCN(C(=S)Nc4ccc(F)cc4F)CC3)ncnc12	0.1%	1%	24%	-0.9%	-10%	-1%	-42%	·	-0.2%
CCOC(=O)Cn1c(=O)oc2cc(S(=O)(=O)N(C)c3ccc(OC)cc3)ccc21	0.3%	-3%	4%	3.9%	-2%	5%	14%	-0.4%	-0.1%
COc1ccc(C(=S)Nc2ccc(N(C)C)cc2)cc1	-0.3%	1%	-83%	-2.6%	1%	-4%	-32%	3.2%	-0.1%
O=C(Oc1ccc(C(=S)N2CCOCC2)cc1)c1ccccc1	0.3%	-5%	-18%	1.7%	16%	-17%	-25%	-1.6%	0.1%
O=C(O)c1cccc(NC(=O)C23CC4CC(C2)CC(n2cnc(Cl)n2)(C4)C3)c1	0.3%	4%	-16%	2.0%	-6%	6%	4%	-3.6%	-0.1%
COc1ccc(-c2coc3cc4oc(=O)cc(C)c4cc23)cc1F	?	1%	34%	0.2%	-10%	11%	-106%	9.9%	0.3%
Cc1sc2nc(C3CC3)nc(NCCNS(=O)(=O)c3ccccc3)c2c1C	-0.5%	-1%	-9%	-3.8%	12%	0%	23%	-4.4%	0.1%
O=C(O)c1cc([N+](=O)[O-])cc([N+](=O)[O-])c1N1CCN(c2cccc(C(F)(F)F)c2)CC1	0.3%	8%	-8%	2.9%	-4%	4%	-7%	-4.2%	-0.2%
O=C(Nc1cc(Cl)ccn1)C1CCN(S(=O)(=O)c2cccs2)CC1	·	2%	16%	11%	12%	-10%	-23%	0.6%	-0.1%
COc1ccc(CC(=O)NC(C)c2nnc(SCC(=O)Nc3nc(C)cs3)n2C)cc1 (stereo unspecified)	0.0%	-11%	-8%	-0.8%	6%	20%	11%	-3.8%	-0.1%
CCCCOc1ccc(-c2cnc3ccccc3n2)cc1	-1.1%	2%	-35%	0.3%	-2%	4%	-4%	7.2%	-0.4%
CCN(CC)C(=O)CSc1nnnn1-c1ccc(F)c(Cl)c1	-0.1%	-6%	2%	-0.8%	14%	20%	2%	-2.1%	0.8%
COc1ccc(NC(=O)NNC(=O)c2ccc(-c3ccccc3)cc2)cc1	0.6%	-5%	-27%	1.8%	17%	1%	0%	7.9%	-0.1%
Cc1cc(C(=O)NNC(=S)NCC(C)C)no1	0.6%	-3%	-26%	-0.7%	15%	2%	-13%	2.2%	0.3%
CCc1nnc(NC(=O)CSc2nnnn2-c2cccc(C(=O)OC)c2)s1	0.5%	-1%	-5%	-1.6%	3%	0%	18%	-3.7%	0.1%
CC(=O)c1cccc(N(CC(=O)NC2CCCC2)C(=O)CNC(=O)c2cccs2)c1	-0.1%	-3%	-46%	-1.6%	4%	4%	-14%	-2.1%	-0.2%
FC(F)(F)c1ccccc1NC(=S)N1CCN(c2ccccn2)CC1	-1.4%	-9%	-10%	-1.8%	10%	-4%	-1%	-4.2%	-0.1%
CN(C)CCn1cnc2c(c1=N)C(c1ccccc1)c1ccc3ccccc3c1O2 (stereo unspecified)	-1.2%	-2%	-10%	-0.9%	25%	-17%	-45%	-0.7%	-0.1%
CCCCn1nc(C(=O)Nc2cc(S(=O)(=O)N(C)C)ccc2C)c2ccccc2c1=O	0.0%	-2%	-8%	-0.6%	12%	-8%	-40%	48%	-0.1%
C(#Cc1ccc(C#CCN2CCOCC2)cc1)CN1CCOCC1	-0.8%	-6%	-17%	1.8%	9%	6%	-36%	7.5%	0.2%	NS5 inhibitors pilot replicate=-5.8
O=C(COc1ccc2c3c(c(=O)oc2c1)CCCC3)NCc1ccccn1	-0.7%	-7%	-27%	-0.6%	-15%	10%	-6%	-3.7%	-0.1%
COc1ccc(NC(=O)CCCc2ccc(OC)c(C)c2)cc1	-0.1%	-5%	20%	-1.6%	14%	12%	-18%	7.9%	-0.3%	NS5 inhibitors pilot replicate=-0.3
CCOC(=O)C1=C(C)NC(=S)NC1c1ccsc1 (stereo unspecified)	-0.1%	12%	-33%	-1.7%	-14%	-10%	18%	-6.7%	-0.1%
CCOc1ccccc1N(C)C(=O)c1cn(CC)c(=O)c2cc(OC)c(OC)cc12	0.4%	-1%	-3%	1.2%	6%	3%	3%	2.3%	-0.1%
CC(=Nc1cc(C(=O)c2ccccc2)ccc1N)C1=C(O)CC(C)(C)CC1=O	0.0%	-8%	-41%	3.6%	14%	-12%	11%	-4.5%	0.1%
CCN(CC)S(=O)(=O)c1ccc2c(c1)nc(CCC(=O)Nc1ccc3c(c1)OCO3)n2C	-1.2%	7%	-37%	6.0%	6%	4%	-4%	-1.6%	-0.2%
COc1cc(/C=N/NC(=O)c2cccs2)ccc1O	0.0%	-3%	-3%	-0.9%	-10%	-3%	13%	7.4%	-0.1%
COC(=O)/C(=N\OCc1ccc(C#N)cc1)c1c(C)nn(C)c1C	0.7%	1%	-15%	-1.9%	-7%	-6%	-37%	2.6%	-0.2%
Nc1ccc(CCS(N)(=O)=O)cc1	0.0%	-6%	-4%	0.0%	1%	-10%	21%	2.0%	-0.1%
Oc1ccc(CNc2ccc(F)cc2)c2cccnc12	0.1%	-24%	-15%	1.1%	5%	13%	2%	12%	-1.0%
CCOC(=O)c1sc(NC(=O)c2ccc(CC)s2)nc1C	-0.2%	-8%	-38%	-0.9%	9%	0%	8%	-1.5%	-0.1%	NS5 inhibitors pilot replicate=3.0
Cc1ccc(S(=O)(=O)N2CCOC2CNC(=O)C(=O)NCc2ccccc2)cc1 (stereo unspecified)	-0.8%	-1%	-18%	0.4%	8%	-10%	-20%	-3.2%	-0.2%
NC(=O)c1ccccc1NC(=O)c1ccc2ccccc2c1	-0.8%	-2%	-86%	1.7%	8%	4%	-12%	3.7%	-0.2%
CCOC(=O)c1c(S(=O)(=O)NCC(=O)Nc2cccc(F)c2)c(C)n(C)c1C	0.0%	-4%	-13%	-0.8%	-8%	14%	-26%	0.0%	-0.1%
C=CCN(C(=O)CCC(=O)Nc1cc(C)on1)C(C(=O)NC(C)(C)C)c1cccc(OC)c1OC (stereo unspecified)	-0.9%	-1%	6%	-3.3%	-5%	11%	2%	-10%	-0.3%
Cc1cc(C(=O)N2CCc3ccccc3C2)on1	-0.1%	-1%	-8%	1.1%	0%	-8%	-22%[20 µM]	-3.0%	-0.1%
COc1ccccc1CC(=O)N1CCCc2cc(C)ccc21	-1.7%	-7%	-34%	-0.8%	-20%	8%	-37%[20 µM]	3.7%	-0.4%
Cc1ccc(NC(=O)c2ccc3c(=O)n4c(nc3c2)CCCCC4)cc1F	-0.7%	-6%	-31%	2.2%	10%	-6%	-6%	-1.1%	0.0%
Cc1onc(-c2ccccc2Cl)c1C(=O)NC(C)c1ccccc1 (stereo unspecified)	-0.6%	-2%	19%	-0.5%	6%	4%	-14%	5.6%	-0.1%
CS(=O)(=O)N(CC(=O)Nc1ccccc1C(=O)N1CCOCC1)c1ccc2c(c1)OCO2	-0.6%	-10%	7%	-1.6%	2%	20%	-17%	-5.5%	-0.1%
COc1cc(=O)n(C)c2ccccc12	0.5%	-1%	-12%	-3.1%	1%	-4%	-16%	7.4%	-0.2%
O=C(COC(=O)Cc1ccsc1)Nc1ccc(Cl)c(S(=O)(=O)N2CCOCC2)c1	-0.1%	-4%	5%	-1.0%	8%	24%	25%	-4.5%	0.2%
O=C(NC(=O)c1ccc(Cl)c(Cl)c1)OC1CCS(=O)(=O)C1 (stereo unspecified)	-0.4%	-1%	·	-0.5%	-3%	5%	17%	-0.4%	0.3%
CCc1nnc(N/N=C/c2ccc(O)c(OC)c2)n1N	0.1%	-6%	-26%	-1.1%	-7%	-4%	-9%[20 µM]	-1.8%	0.0%
COc1cccc(-c2cn(C[C@H]3CC[C@@H]([C@@H]4CC[C@H](Cn5cc(-c6cccc(OC)c6)nn5)O4)O3)nn2)c1	-0.8%	-1%	8%	0.7%	6%	2%	0%[20 µM]	2.5%	-0.3%
O=C1NC(=S)/C(=C\c2ccc(-c3ccccc3Cl)o2)S1	-1.1%	?	-17%	71%	0%	8%	-9%	8.8%	-0.3%
